# Bioassay records (PubChem)
# LYPLA1 inh: LYPLA1 inhibitors, primary screen, counter-screen for PME1 inhibitor project, biochemical, fluorescence polarization, FP-Rh probe ABPP; Acyl-protein thioesterase 1 (Homo sapiens), O75608; recombinant LYPLA1; inhibition, % at 5.9 µM; actives 0.16% (n = 320,000);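 active means inhibition above the mean of all tested compounds plus 3 SD, set per campaign, cut at about 14% in these data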;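 further: inhibitors block serine hydrolase probe labeling of LYPLA1 so polarization falls; 0% = enzyme with DMSO and 100% = wells lacking LYPLA1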
# EBNA-1 inhibitor: EBNA-1 DNA-binding inhibitors, primary screen, biochemical, fluorescence polarization; inhibition, % at 14.8 µM; actives 0.34% (n = 300,000); AID 1950, 2009; in the data active means inhibition above about 28%
# LYPLA2 counter: LYPLA2 inhibitors, primary screen, counter-screen for PME1 inhibitor project, biochemical, fluorescence polarization, FP-Rh probe ABPP | Acyl-protein thioesterase 2 (Homo sapiens), O95372 | recombinant LYPLA2 | inhibition, % at 5.9 µM | actives 0.38% (n = 320,000);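 active means inhibition above the screen-wide mean plus 3 SD, limit set per campaign, cut at about 26% in these data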;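 further: 0% = LYPLA2 with DMSO and 100% = wells lacking LYPLA2 enzyme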
# PAFAH1B3 inh: PAFAH1B3 enzyme inhibitors, primary screen, biochemical, fluorescence polarization, human; Platelet-activating factor acetylhydrolase IB subunit alpha1 (Homo sapiens), Q15102; recombinant PAFAH1B3, FP-rhodamine probe; inhibition, % at 3.39 µM; actives 0.28% (n = 340,000); AID 492972, 2010;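 active means inhibition above the screen-wide average of all tested compounds plus 3 SD, cut at about 25% in these data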;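 further: 0% = enzyme with DMSO only and 100% = wells lacking PAFAH1B3 protein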
# PAFAH1B2 FP inh: PAFAH1B2 enzyme inhibitors, primary screen, biochemical, fluorescence polarization, human. recombinant PAFAH1B2, FP-rhodamine activity probe. inhibition, % at 3.39 µM. actives 1.2% (n = 340,000). AID 492953, 2010;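 active means inhibition above the mean of all tested compounds plus 3 SD, cut at about 24% in these data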;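 further: 0% = enzyme with DMSO and 100% = wells lacking PAFAH1B2; many of its hits are not listed in these tables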
# pPAFAH inh: pPAFAH enzyme inhibitors, primary screen, biochemical, fluorescence polarization, human | AID 463082, 2010 | inhibition, % at 3.39 µM | recombinant pPAFAH, FP-rhodamine probe fluorescence polarization | actives 1.5% (n = 330,000);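 active means inhibition above the mean inhibition across the screen plus 3 SD, cut at about 25% in these data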;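 further: inhibitors block binding of the rhodamine activity-based probe so polarization drops; 0% = enzyme with DMSO and 100% = wells lacking pPAFAH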
# Target sequence (Q13093 whole entry, looked up): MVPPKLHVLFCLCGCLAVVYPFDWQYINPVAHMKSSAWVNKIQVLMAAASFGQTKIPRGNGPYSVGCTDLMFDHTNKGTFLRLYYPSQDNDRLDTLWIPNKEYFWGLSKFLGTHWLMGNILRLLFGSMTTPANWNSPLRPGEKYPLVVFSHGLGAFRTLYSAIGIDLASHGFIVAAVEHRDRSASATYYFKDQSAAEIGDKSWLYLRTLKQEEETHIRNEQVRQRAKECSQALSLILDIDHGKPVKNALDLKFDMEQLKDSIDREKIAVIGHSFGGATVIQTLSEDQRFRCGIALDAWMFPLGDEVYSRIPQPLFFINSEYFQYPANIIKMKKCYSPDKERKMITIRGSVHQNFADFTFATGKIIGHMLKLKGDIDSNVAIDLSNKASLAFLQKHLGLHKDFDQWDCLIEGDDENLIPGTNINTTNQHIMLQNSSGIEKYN
# PAFAH2 FP inh: PAFAH2 enzyme inhibitors, primary screen, biochemical, fluorescence polarization, human | Platelet-activating factor acetylhydrolase 2, cytoplasmic (Homo sapiens), Q99487 | recombinant PAFAH2, FP-rhodamine activity probe | inhibition, % at 3.39 µM | actives 0.99% (n = 340,000) | AID 492956, 2010;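 active means inhibition above the mean over all tested compounds plus 3 SD, cut at about 30% in these data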;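 further: inhibitors block probe labeling of enzyme so polarization drops; 0% = enzyme with DMSO and 100% = wells lacking PAFAH2 protein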
# ZTA DNA inh: counter-screen for EBNA-1 inhibitors: inhibitors of Epstein-Barr virus ZTA | P03206 | ZTA-DNA binding, fluorescence polarization | inhibition, % at 11 µM | actives 0.15% (n = 320,000); in the data active means inhibition above about 33%
# Target sequence (P03206 whole entry, looked up): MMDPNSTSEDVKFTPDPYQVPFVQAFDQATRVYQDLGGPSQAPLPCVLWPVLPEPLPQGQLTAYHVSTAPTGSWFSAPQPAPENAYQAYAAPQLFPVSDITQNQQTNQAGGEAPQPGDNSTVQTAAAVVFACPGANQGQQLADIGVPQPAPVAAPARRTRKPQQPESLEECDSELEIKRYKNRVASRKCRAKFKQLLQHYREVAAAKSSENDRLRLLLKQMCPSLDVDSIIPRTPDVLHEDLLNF
# PREPL inh: PREPL enzyme inhibitors, primary screen, biochemical, fluorescence polarization; Prolyl endopeptidase-like (Homo sapiens), Q4J6C6; recombinant PREPL, fluorescence polarization activity-based probe; inhibition, % at 5.96 µM; actives 0.68% (n = 320,000); AID 2751, 2010; in the data active means inhibition above about 43%;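 further: 0% = enzyme with DMSO and 100% = wells lacking enzyme; many of its hits are not listed in these tables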
# * hit, by the source's call; x = not tested or not shown. A portion of the library; rates above refer to the full screens.
SMILES,LYPLA1 inh,EBNA-1 inhibitor,LYPLA2 counter,PAFAH1B3 inh,PAFAH1B2 FP inh,pPAFAH inh,PAFAH2 FP inh,ZTA DNA inh,PREPL inh
Cc1ccc(CNC(=O)CN2CCN(Cc3ccc(C)cc3)C2=O)cc1,-2,0,7,2,6,-2,3,13,18
N#Cc1cnc(NOCc2ccc(Cl)cc2)nc1,-3,-3,2,5,3,-2,-5,2,13
Cc1occc1C(=O)NC(C)CCc1ccccc1 (stereo unspecified),0,9,0,5,4,3,3,1,-7
O=C(O)c1cc2nc(-c3cccs3)cc(C(F)(F)F)n2n1,-1,-3,2,7,-2,5,-5,-13,15
Nc1ccccc1C(=O)N1CCc2ccccc21,1,0,6,-5,6,-7,11,13,12
Cc1ccc(OCCC(=O)NNC(=O)c2ccccc2F)cc1,6,x,0,0,7,1,-1,4,12
CC(C)C1C(C#N)=C(N)Oc2n[nH]c(C(C)(C)C)c21 (stereo unspecified),-2,-14,-2,9,22,-4,2,2,1
O=C(Nc1ccc(-c2nnc(-c3ccccc3)o2)cc1)C1CCCO1 (stereo unspecified),-1,9,9,-3,1,2,0,4,6
COc1cccc(/C=N/NC(=O)c2cnccn2)c1OC,3,9,-6,-1,3,4,4,-5,5
Cc1ccc2[nH]c(=O)c(CC=C(Cl)Cl)c(C)c2c1,-3,11,4,0,0,4,-1,13,1
c1ccc(-c2cc(-c3ccc(N4CCOCC4)cc3)nc3ccccc23)cc1,5,5,10,9,-1,30*,2,4,4
O=C(NCCC(=O)N1CCC2(CC1)NCCc1[nH]cnc12)c1cccc(C(F)(F)F)c1,4,13,7,7,9,4,4,17,-1
CSc1nc2c(c(=O)n1-c1ccccc1)SCC2,-1,-6,-4,7,5,-5,3,8,1
CCn1c(=NC(=O)CSC(C)=O)sc2cc(F)ccc21,-2,-5,-2,2,0,-7,-2,-11,3
Cc1ccc(S(=O)(=O)N(C)CC(=O)Nc2cccnc2)cc1,1,-5,-4,-3,9,2,9,-1,-6
C(=N\Nc1nc(N2CCOCC2)nc(N2CCOCC2)n1)/c1ccncc1,3,-6,2,4,5,6,5,-25,1
C#CC1(O)CC(C)N(C)C(C)C1 (stereo unspecified),-1,-1,-5,-2,2,-2,2,-1,-9
CC1CC1C(=O)Nc1nc(-c2ccccn2)cs1 (stereo unspecified),0,-1,0,5,-1,-3,3,-4,7
Nc1nc2sc3c(c2c(=O)s1)CCCC3,5,4,-3,1,8,2,9,6,12
C/C(=N\NC(=O)COc1ccc(C#N)cc1)c1ccc(N2CCOCC2)cc1,1,-8,7,5,5,4,9,-7,-4
CCOC(=O)C1(CCSC)NC(c2ccco2)C2C(=O)N(C)C(=O)C21 (stereo unspecified),3,10,-2,5,2,2,2,-8,6
CC1CCN(c2ccc(NC(=O)c3cccnc3Cl)cc2)CC1,-3,2,1,1,4,4,5,8,-3
Cc1ccc(N(CC(=O)N2CCOCC2)S(C)(=O)=O)cc1C,8,5,3,6,-1,-1,-3,-3,27
Cc1c(C(=O)OCc2nc3ccsc3c(=O)[nH]2)oc2ccccc12,-4,x,-4,2,5,-3,-8,-2,-2
COc1ccc(S(=O)(=O)NC(C)C(=O)NCCN2CCOCC2)cc1Cl (stereo unspecified),1,-2,1,-1,3,2,-6,-11,0
CC(C)(C)c1ccc(OCCC(=O)Nc2ccc(N3CCOCC3)cc2N2CCOCC2)cc1,-1,-6,12,3,6,18,-4,0,49*
COc1ccc(S(=O)(=O)N2CCC(C(=O)Nc3nnc(C)s3)CC2)cc1OC,-1,6,3,4,3,3,-1,12,2
O=C(Nc1ccccc1-c1ccccc1)C12CC3CC(CC(C3)C1)C2,-3,-9,0,7,12,-1,-1,-6,7
O=C(N/C(=C\c1cn(-c2ccccc2)nc1-c1ccccc1)C(=O)N1CCOCC1)c1ccccc1,0,-1,-1,x,x,0,x,-7,1
CCOC(=O)C1=C(C)N(c2ccc(OCC)cc2)C(=O)/C1=C\c1ccco1,-2,-3,-11,8,2,5,5,-12,13
Cn1c(N)c(C(=O)c2ccccc2)c(=O)n(C)c1=O,1,-3,-2,1,-1,3,-11,-1,23
CC(C)(C)C(=O)Nc1ccc(C(=O)N/N=C/C2CC3C=CC2C3)cc1 (stereo unspecified),2,-7,-1,-5,0,9,1,-5,1
CCCCOc1ccc(C(=O)Nc2ccc(S(=O)(=O)Nc3onc(C)c3C)cc2)cc1,1,11,4,8,2,6,-2,10,20
C=CCc1ccc(OCCCOc2ccc(C)cc2OC)c(OC)c1,4,-11,3,1,4,3,3,-8,-3
CC(Sc1nnnn1-c1ccccc1)C(=O)Nc1ccccc1-c1ccccc1 (stereo unspecified),-1,1,3,4,2,2,4,-14,10
COC(=O)N/N=C/c1cc([N+](=O)[O-])cc(Br)c1O,4,0,7,4,7,10,-4,-6,7
CCOc1cc(N2CCOCC2)c(OCC)cc1NC(=O)C(C)C,-2,10,-1,7,0,4,0,-6,12
O=C(NCC(=O)N(c1ccc(F)cc1)C(C(=O)NC1CCCC1)c1ccncc1)c1ccco1 (stereo unspecified),0,9,1,5,1,4,-7,3,8
COc1ccccc1N(C)S(=O)(=O)c1ccc(C(=O)OCC(=O)Nc2ccc(C(N)=O)cc2)cc1,-8,x,-15,6,-2,3,-6,4,-12
O=C(Nc1ccc(Cl)c(Cl)c1)Nc1ccccn1,0,7,7,0,2,2,3,-5,-2
Oc1ccc2ccccc2c1CN1CCN(C/C=C/c2ccccc2)CC1,0,-4,-1,5,0,1,-5,-16,-3
C[C@]12c3[nH]c4ccc(Cl)cc4c3CCN1C(=O)[C@@H](CC(=O)NCc1cccc(C(F)(F)F)c1)C[C@@H]2C(=O)N1CCCCC1,x,x,x,0,2,9,-7,x,x
COc1ccc(CN(C)C(=O)c2cccc(S(=O)(=O)N3CCN(c4ccccc4)CC3)c2)c(OC)c1OC,0,-14,4,-3,2,0,6,-2,-8
Cc1cc(S(=O)(=O)NCCN2CCOCC2)ccc1Cl,-2,-2,-1,1,1,8,13,1,-1
Cc1cccc(NC(=S)NNC(=O)c2ccccc2OC(F)F)c1,4,-4,7,2,3,6,3,-8,23
COC(=O)c1nccnc1C(=O)Nc1ccccc1N1CCOCC1,-3,-6,-5,-2,11,2,2,8,11
COCC(=O)Nc1ccccc1NC(C)=O,-2,-14,-1,2,-3,2,-8,-17,-1
O=C(O)/C=C\C(=O)Nc1ccccc1N1CCN(c2ccccc2)CC1,-3,-3,3,5,0,6,-1,11,8
CCC1CN(C(=O)N2CCC(C(=O)NCc3cccc(OC)c3OC)CC2)c2cc(C)ccc2O1 (stereo unspecified),1,-6,0,5,7,3,8,-13,0
COc1ccc(OCc2cc(C(=O)N3CCC(c4ccccc4)CC3)no2)c(Cl)c1,6,-1,5,1,-2,10,-12,10,-24
Cc1c(C(=O)Nc2ccccc2F)sc2ncn(CC(=O)N3CCOCC3)c(=O)c12,3,7,4,6,2,1,3,9,1
O=C(NCCCN1CCOCC1)c1ccc(Sc2ccc(F)cc2)c([N+](=O)[O-])c1,0,9,5,1,2,9,0,11,11
CC1=CC(=O)C(C(C)C)=CC1=NC(=O)c1ccc(C)cc1,-7,-8,-3,-1,7,0,9,20,7
CC1CCN(CCCNC(=O)C2CCC(CNS(=O)(=O)c3ccccc3)CC2)CC1 (stereo unspecified),0,-6,-4,4,5,15,-12,-7,-3
COc1ccccc1-c1nc2ccccc2c(=O)n1O,1,5,4,3,8,3,-1,-4,0
O=C(NCCc1ccccc1)C(=O)NN=C1CCCC1,1,7,-2,6,7,4,11,3,4
CN1C(=O)NC(NC(=O)c2ccncc2)(C(F)(F)F)C1=O (stereo unspecified),0,-6,2,1,3,-3,0,-7,5
O=C(c1ccccc1)c1ccccc1NC(=O)C1CCCN1Cc1ccccc1 (stereo unspecified),2,1,3,5,9,-3,5,4,15
COc1ccc(C(=O)CCC(=O)Nc2cccc(Cl)c2)cc1,-2,-2,1,0,0,-3,-4,0,-12
Cc1cc(N2C(=O)C(O)=C(C(=O)c3ccco3)C2c2ccc([N+](=O)[O-])cc2)no1 (stereo unspecified),0,0,-4,8,4,4,5,13,-2
CCOc1ccc(CN2CCN(Cc3cnc(-c4ccccc4)s3)CC2CCO)cc1 (stereo unspecified),-4,1,-1,-9,3,2,2,7,7
